Screening results (PubChem BioAssay)
Granule exo inh: LAMP-1 surface exposure blockers, TALL-104 cells – cell-based, flow cytometry, MLPCN library, primary screen. 360,000 tested, 0.66% active. AID 651702, 2012. TALL-104 LAMP-1 surface exposure; cells stimulated with thapsigargin and PMA. inhibition, % at 10 µM;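 active = inhibition above about 55%, limit read from the data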
TLR9-MyD88 block: inhibitors of TLR9-MyD88 association in cells, primary screen, cell-based, CHO, BLA complementation, fluorescence; CCF4 FRET ratio; AID 504734, 2011; inhibition, % at 4.98 µM; Toll-like receptor 9 (Homo sapiens) + Myeloid differentiation primary response protein …; 340,000 tested, 0.21% active;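 active = inhibition above the mean over all tested compounds plus 3 SD, cut at about 21% in these data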;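 note: 0% = DMSO only wells and 100% = clavulanate BLA inhibitor control wells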
Target sequence (Q99836 whole entry, looked up): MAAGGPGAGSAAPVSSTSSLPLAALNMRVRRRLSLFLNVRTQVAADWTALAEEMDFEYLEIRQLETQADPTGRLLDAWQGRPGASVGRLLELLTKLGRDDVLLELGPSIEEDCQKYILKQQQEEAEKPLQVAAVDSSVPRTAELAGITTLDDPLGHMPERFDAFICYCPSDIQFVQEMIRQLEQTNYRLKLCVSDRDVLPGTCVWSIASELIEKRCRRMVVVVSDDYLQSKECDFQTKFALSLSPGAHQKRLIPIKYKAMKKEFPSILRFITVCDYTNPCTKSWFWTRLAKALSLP
Target sequence (Q9NR96 whole entry, looked up): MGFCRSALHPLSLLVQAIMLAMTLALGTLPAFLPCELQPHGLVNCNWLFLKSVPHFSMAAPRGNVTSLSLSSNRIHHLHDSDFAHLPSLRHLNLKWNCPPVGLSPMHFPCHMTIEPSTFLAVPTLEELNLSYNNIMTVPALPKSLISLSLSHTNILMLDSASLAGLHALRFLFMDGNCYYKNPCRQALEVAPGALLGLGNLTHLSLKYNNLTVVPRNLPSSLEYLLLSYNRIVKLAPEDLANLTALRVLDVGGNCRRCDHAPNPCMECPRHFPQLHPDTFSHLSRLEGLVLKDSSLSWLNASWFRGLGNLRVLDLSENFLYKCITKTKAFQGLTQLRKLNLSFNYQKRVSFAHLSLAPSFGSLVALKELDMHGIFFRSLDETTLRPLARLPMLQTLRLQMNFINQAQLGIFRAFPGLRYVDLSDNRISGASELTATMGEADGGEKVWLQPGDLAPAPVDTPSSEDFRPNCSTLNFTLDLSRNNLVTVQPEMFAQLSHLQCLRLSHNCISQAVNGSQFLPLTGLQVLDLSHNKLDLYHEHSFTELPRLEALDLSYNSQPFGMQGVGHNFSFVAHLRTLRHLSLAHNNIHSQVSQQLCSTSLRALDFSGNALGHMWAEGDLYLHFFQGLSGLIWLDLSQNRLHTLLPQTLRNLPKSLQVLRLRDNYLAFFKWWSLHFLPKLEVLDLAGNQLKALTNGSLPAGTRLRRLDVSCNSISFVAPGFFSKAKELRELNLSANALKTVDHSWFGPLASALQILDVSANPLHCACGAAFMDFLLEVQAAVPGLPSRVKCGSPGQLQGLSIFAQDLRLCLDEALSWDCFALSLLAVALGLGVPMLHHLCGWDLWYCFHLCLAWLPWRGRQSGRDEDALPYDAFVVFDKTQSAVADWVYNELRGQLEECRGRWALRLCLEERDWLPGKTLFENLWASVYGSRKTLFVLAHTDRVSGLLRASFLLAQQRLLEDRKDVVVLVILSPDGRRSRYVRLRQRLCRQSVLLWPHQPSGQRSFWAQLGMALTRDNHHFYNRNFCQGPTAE
SRC3 inh: SRC3 coactivator transcriptional activity inhibitors, primary screen, cell-based, luminescence; Nuclear receptor coactivator 3 (Homo sapiens), Q9Y6Q9; HEK293 GAL4-SRC3 luciferase reporter; inhibition, % at 3.6 µM; 360,000 tested, 0.17% active;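 active = inhibition above a per-campaign cutoff, the mean of all compounds plus 3 SD, cut at about 60% in these data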;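 note: 0% = DMSO-treated cells and 100% = gossypol-treated cells at 36 µM; higher means less SRC3-driven luciferase light from the GAL4 reporter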
NCOA1 inh: SRC1 coactivator transcriptional activity inhibitors, primary screen, cell-based, luminescence; AID 588354, 2011; Nuclear receptor coactivator 1 (Homo sapiens), Q15788; HEK293 GAL4-SRC1 luciferase reporter; 360,000 tested, 0.12% active; inhibition, % at 3.6 µM;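 active = inhibition above the campaign mean plus 3 SD, with each screening campaign given its own cutoff, cut at about 60% in these data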;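 note: 0% = DMSO treated cells and 100% = gossypol at 36 µM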
TROY NFkB inh: inhibitors of TROY-driven NF-kB signaling, primary screen, Q293 LMP1-TROYcd cells, NF-kB luciferase, uHTS; Q293 LMP1-TROYcd NF-kB luciferase reporter, 4 h; inhibition, % at 10 µM; 360,000 tested, 0.98% active; AID 1347056, 2019;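 active = compounds whose plate-normalised and pattern-corrected inhibition of the luciferase reporter signal at the single screening dose is 50% or more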
TWEAK-Fn14 inh: inhibitors of TWEAK-Fn14 signaling, primary screen, luciferase reporter cells, uHTS. TWEAK-stimulated Fn14 reporter cells, luciferase luminescence, 8 h. inhibition, % at 10 µM. 360,000 tested, 2% active. AID 1159606, 2016; in the data active = inhibition above about 50%
NR5A2 inv ag: LRH-1 (NR5A2) inverse agonists, primary screen, cell-based, luminescence, HEK293T, StAR-luciferase reporter. Nuclear receptor subfamily 5 group A member 2 (Homo sapiens), O00482. LRH-1 transfected, 24 h. inhibition, % at 3.6 µM. 360,000 tested, 0.13% active. AID 602396, 2012;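 active = inhibition above the mean inhibition of all tested compounds plus 3 SD, cut at about 73% in these data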;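 note: 0% = DMSO wells and 100% = reporter-only cells lacking LRH-1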
ABHD5-PLIN5 inh: ABHD5-PLIN5 interaction inhibitors, primary screen, cell lysate, split luciferase complementation, luminescence; Split G. princeps luciferase complementation, 4 h; inhibition, % at 4 µM; 360,000 tested, 0.78% active; AID 602281, 2012;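 active = inhibition above the mean inhibition across every tested compound plus 3 SD, cut at about 22% in these data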;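 note: 0% = DMSO only wells and the 100% control is not disclosed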
COUP-TFII inh: NR2F2 transcriptional activity inhibitors, primary screen, cell-based, luciferase reporter, HEK293T, luminescence. 370,000 tested, 0.7% active. inhibition, % at 8.6 µM. HEK293T NGFI-A luciferase reporter. COUP transcription factor 2 (Homo sapiens), P24468;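 active = inhibition above a per-plate cutoff, mean inhibition of test wells between control levels plus 3 SD, cut at about 38% in these data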;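 note: cells cotransfected with COUP-TFII expression vector driving the NGFI-A reporter; 0% = median of COUP-TF2 test wells and 100% = reporter-only cells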
NOD2-RIPK2 inh: NOD2-RIPK2 binding disruptors in cells, primary screen, fluorescence, CHO cells, BLA complementation | AID 624267, 2012 | CCF4 ratio | inhibition, % at 4.98 µM | 360,000 tested, 0.38% active; in the data active = inhibition above about 21%;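 note: 0% = vehicle only and 100% = reference blocker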
SRC2 inh: inhibition of GAL4-SRC2 driven luciferase reporter, primary screen, SRC2 inhibitor project, cell-based, luminescence; HEK293 GAL4-SRC2 luciferase reporter; inhibition, % at 9 µM; 370,000 tested, 0.17% active; AID 651957, 2012;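 active = inhibition above the mean inhibition of all tested compounds plus 3 SD, set per campaign, cut at about 52% in these data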;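 note: 0% = DMSO treated cells and 100% = cells given Gossypol at 36 µM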
Starred values were filed as active, the others as inactive; / = not tested or not shown. A portion of the library. The share of hits here may be higher or lower than overall.

SMILES | Granule exo inh | TLR9-MyD88 block | SRC3 inh | NCOA1 inh | TROY NFkB inh | TWEAK-Fn14 inh | NR5A2 inv ag | ABHD5-PLIN5 inh | COUP-TFII inh | NOD2-RIPK2 inh | SRC2 inh
Cc1ccc(N2C(=O)N(CC(=O)Nc3ccc(C)c(C)c3)C(=O)C2C)cc1 (stereo not given) | -1 | -2 | 3 | -18 | -41 | -13 | 1 | 9 | 18 | -6 | -55
CN1CCN(c2ccc(CNC(=O)C3(C)Cc4c(-c5ccccc5)ccnc4O3)cc2)CC1 (stereo not given) | -2 | / | 15 | -14 | 8 | 14 | -4 | 5 | 10 | -10 | -9
Cc1ccc2c(c1)N(C(=O)CCC(=O)N1CCc3ccccc3C1)CCO2 | -2 | 5 | 19 | 0 | -2 | 10 | 13 | 7 | -4 | 2 | -3
CC(=O)NC1(C(F)(F)F)C(=O)NC(C)=C1C#N (stereo not given) | -1 | -9 | -9 | -2 | 3 | -2 | -2 | -2 | 10 | -4 | -12
Cc1ccccc1-n1c(O)c(/C=C/C=Nc2ccccc2)c(=O)[nH]c1=O | -8 | -9 | 5 | -11 | 12 | 10 | 0 | 0 | 17 | -2 | -24
CCN(C(=O)CSc1cc(C)c2ccc(OC)cc2n1)C1CCS(=O)(=O)C1 (stereo not given) | -3 | -1 | 6 | 8 | 4 | 34 | 8 | -6 | -4 | 0 | -1
COc1ccc(Cl)c(NCCC(=O)O)c1 | -1 | -3 | -25 | 6 | 8 | 14 | -13 | -5 | -14 | 8 | 3
O=C(Nc1ccccc1F)c1ccc2c(c1)OCO2 | 2 | -2 | -55 | -53 | -44 | -21 | -78 | -5 | -22 | -1 | -43
O=C(NCCN1C(=O)S/C(=C\c2ccc(Cl)cc2)C1=O)C1=COCCO1 | 0 | -7 | -7 | -10 | -9 | -13 | 6 | -7 | 5 | -4 | 11
Cn1nc(Cc2cccc3ccccc23)c(C#N)c1N | 2 | -5 | -9 | -1 | 16 | 32 | -15 | 6 | -5 | -8 | 5
Cc1cc(=O)oc2c(C)c(OCC(=O)N3CCC(C(=O)O)CC3)ccc12 | -6 | -4 | 6 | -12 | -16 | -14 | -1 | 2 | 2 | -3 | 8
Cn1c(=O)c2c(nc(CN3CCOCC3)n2CCCc2ccccc2)n(C)c1=O | 0 | -4 | 5 | -4 | 2 | -11 | 8 | -1 | -8 | -5 | -14
COc1ccc(NC(=O)N(C)C[C@H]2Oc3ccc(NC(=O)Cc4ccccc4)cc3C(=O)N([C@H](C)CO)C[C@@H]2C)cc1 | -5 | -8 | -11 | -3 | -20 | -12 | -14 | -2 | 1 | -3 | 0
CCC(=O)Oc1ccc(C(=O)Nc2cccc(C(=O)c3ccccc3)c2)cc1 | 1 | -9 | -7 | -4 | / | 2 | 7 | -6 | -9 | -13 | -26
C=Cn1cc[n+](CC(=O)c2ccc(OC)cc2)c1 | -5 | -5 | -29 | 16 | -13 | 2 | 4 | 0 | -17 | 3 | 12
CC(=O)c1cc2c(cc1NC(=O)c1ccc(Cl)cc1)OCCO2 | -4 | 4 | 1 | -12 | 3 | -17 | 12 | -1 | 9 | 2 | 11
COc1ccc(NC(=O)c2ccc(S(=O)(=O)N3CCCCCC3)cc2)c(OC)c1 | -4 | 0 | 18 | 5 | 3 | 1 | 10 | -13 | -7 | -10 | 17
S=c1[nH]nc(C2CC2c2ccc(Cl)cc2)n1-c1ccc(Cl)cc1 (stereo not given) | -1 | 3 | 14 | -22 | -12 | 3 | -7 | -7 | 2 | 7 | -25
O=C(N/C(=C\c1ccc(Cl)cc1)C(=O)N1CCOCC1)c1ccco1 | 2 | -14 | 11 | 13 | -22 | -24 | 0 | 8 | 0 | -9 | 11
Cc1cc(C)c(S(=O)(=O)ON2C(=O)c3ccccc3C2=O)cc1C | 16 | -5 | -43 | -15 | 16 | 0 | -1 | 7 | 6 | 4 | 6
O=C(CNS(=O)(=O)c1cccs1)N1CCCC1 | -4 | -11 | 10 | -113 | -9 | -6 | -8 | -1 | 13 | 4 | -42
O=c1oc(CCCO)cc2ccccc12 | 2 | -13 | 8 | -12 | -6 | 10 | -8 | 5 | -9 | 0 | -14
CS(=O)(=O)N(CC(=O)N1CCOCC1)Cc1ccc(Cl)cc1 | -1 | 8 | 11 | -6 | -7 | 7 | -9 | -3 | -16 | 3 | 15
CCCN(CC(=O)Nc1ccc(F)c(F)c1F)C(=O)C1=COCCO1 | -3 | -8 | 9 | -14 | -2 | 14 | -14 | -4 | 5 | -2 | 9
CNc1nc(NC#N)nc(SC)n1 | -5 | -3 | 4 | -15 | 4 | -2 | -7 | -5 | 12 | 0 | -7
CCCCOc1ccc(C(=O)Oc2ccc(C)nc2)cc1 | -1 | -11 | 5 | -8 | -3 | -9 | -4 | 2 | -3 | -7 | -4
CCOc1ccc(C(C(=O)NCC2CCCO2)N(Cc2cccs2)C(=O)c2snc(C(N)=O)c2N)cc1 (stereo not given) | -1 | -12 | 3 | 4 | -7 | 26 | 7 | -1 | 0 | -1 | 19
CC(C)(C)NC(=O)Cn1nnc(-c2ccccc2NC(=O)c2ccco2)n1 | 0 | 5 | -9 | -33 | 6 | 11 | -2 | 1 | -6 | -12 | -14
O=C(Nc1ccc(N2CCOCC2)cc1)C1CCN(C(=O)OCc2ccccc2)CC1 | 0 | -6 | 14 | -22 | 0 | -10 | 0 | -6 | 10 | -2 | 11
O=C(CCCn1c(=O)[nH]c2ccsc2c1=O)N1CCN(Cc2ccc3c(c2)OCO3)CC1 | -1 | -3 | 8 | -21 | 8 | 18 | 4 | 6 | 6 | 1 | -9
CCn1nc(NS(=O)(=O)c2ccc(NC(C)=O)cc2)c2cc3ccccc3nc21 | 5 | -14 | 9 | 8 | 8 | -12 | -4 | 0 | 7 | -5 | 3
CCOC(=O)C1CCCN(C2=NC(=O)/C(=C/c3ccc(O)c(OCC)c3)S2)C1 (stereo not given) | -2 | 8 | 8 | -8 | -5 | 9 | -1 | 0 | -26 | 6 | -12
Cc1cccc(NC(=O)CSCc2c(C)noc2C)c1C | 3 | -4 | 9 | 2 | 12 | -4 | 2 | -1 | -11 | -2 | 12
CCn1c(SCC(=O)NC(=O)NCc2ccco2)nc2sc(C)c(C)c2c1=O | 2 | 2 | -1 | -24 | 7 | 17 | -7 | 15 | 12 | -3 | -4
CN(Cc1ccccc1)C(=O)Cn1nnc(-c2ccccc2)c1COc1ccccc1 | -3 | / | 2 | -2 | -3 | -11 | -13 | -1 | 8 | 0 | -24
Cc1cccc(OCc2nnc(SCC(=O)c3cccs3)n2C)c1C | -1 | 6 | 7 | 1 | 0 | -27 | -16 | -1 | / | -9 | /
CCOc1ccccc1NC(=S)N1CCCCCC1 | -1 | 5 | 23 | 0 | -31 | 0 | 13 | 1 | 10 | 3 | -44
Cc1ccc(CNC(=O)C2CCN(S(=O)(=O)c3ccc4c(c3)CC(C)N4C(=O)C3CC3)CC2)cc1 (stereo not given) | 0 | -3 | 0 | 3 | 13 | 1 | 3 | -5 | -2 | 8 | 15
CN1CCN(c2ncnc3c2ncn3[C@H]2CN(Cc3ccc4c(c3)OCO4)C[C@@H](CO)O2)CC1 | 14 | / | 9 | 1 | -9 | -22 | 8 | -1 | -2 | -7 | 6
Cc1ccc(S(=O)(=O)N(Cc2ccccc2)c2ccccc2C(=O)Nc2ccccc2C(=O)NCc2ccco2)cc1 | 36 | 11 | 6 | 3 | 8 | 28 | 5 | 5 | -10 | 6 | -2
CCCCN1CCNC[C@@H]1Cc1ccc(O)cc1 | 2 | -8 | 4 | 6 | -6 | -3 | 13 | -5 | 21 | -1 | -14
CN(C(=O)C1CCC(=O)N(Cc2ccccc2F)C1)C1CCOCC1 (stereo not given) | 0 | 7 | 5 | -12 | -20 | 2 | 2 | 14 | -4 | 0 | -24
COc1ccc(-c2cc(C(=O)N3CCCC3)c3ccccc3n2)cc1 | -3 | 3 | 2 | -36 | -26 | -14 | -11 | 4 | -15 | -5 | -61
CC(=O)c1ccc(NC(=O)C2CCN(S(=O)(=O)c3ccc4c(c3)N(C(C)=O)CCO4)CC2)cc1 | -5 | -15 | -42 | -10 | 9 | -6 | 15 | 1 | 28 | -6 | -7
CN1CCN(C(=O)/C=C/c2ccc([N+](=O)[O-])cc2)CC1 | 0 | -1 | -3 | -7 | 1 | -3 | 15 | -2 | -8 | -10 | 8
O=C1NCCCC1C(=O)Nc1cccc(C(F)(F)F)c1 (stereo not given) | 6 | 15 | 0 | -5 | 2 | -5 | 21 | 11 | 9 | -3 | 10
CC(=C/c1ccco1)/C=N/N1CCN(c2ccccc2)CC1 | 5 | -1 | -73 | -89 | -65 | 16 | -86 | -5 | 5 | -4 | -23
CSc1nc2sc3c(c2c(=O)[nH]1)CCc1ccccc1-3 | -7 | 4 | 16 | -3 | 5 | 11 | 6 | 2 | 5 | 6 | 8
CCc1nc2ccc(C(=O)Nc3cccc(NS(C)(=O)=O)c3)cn2c1N(CCC(C)C)CCN(C)C | 0 | / | 14 | -11 | 13 | 8 | 8 | 5 | 0 | -3 | -16
O=C(COc1ccccc1Cl)Nc1ccc(Cl)cn1 | -2 | 0 | -90 | -81 | -58 | 2 | -140 | -11 | -38 | -6 | -49
O=C(c1cnn2c(C(F)F)cc(C3CC3)nc12)N1CCOCC1 | -7 | 4 | 3 | 9 | -6 | -13 | 11 | -4 | 14 | 2 | 3
CCCCCC1NC(=O)NC1CCCCCC(=O)O (stereo not given) | 2 | -2 | -5 | 7 | 2 | 4 | 6 | -5 | -11 | 10 | 18
Cc1ccc(N2C(=O)N(CC(=O)N3CCc4ccccc43)C(=O)C2C)cc1 (stereo not given) | -4 | 5 | 4 | -8 | -19 | -4 | -15 | 2 | -2 | 3 | -24
CC(NC(=O)CCNS(=O)(=O)c1cccc2nonc12)c1ccccc1 (stereo not given) | 5 | -3 | 5 | 7 | 4 | 6 | 8 | 10 | -13 | -2 | -30
Fc1ccc(Nc2nc(N3CCOCC3)c3ccccc3n2)cc1 | 1 | -2 | 15 | -16 | 12 | 10 | 18 | 0 | 7 | 0 | 9
COc1ccccc1CC(NC(C)=O)C(=O)NC1CCN(c2nnnn2-c2ccccc2)CC1 (stereo not given) | 2 | 9 | -3 | 3 | 3 | -6 | 20 | 1 | / | 5 | /
